# FLuc counter = firefly luciferase modulation, counter-screen for miR-21 project | purified FLuc, Km substrates, luminescence inhibition | Potency, µM (doses to about 57.5 µM), for inactives: top-dose activity change, negative = inhibition, hits mostly inhibitors | actives 6.9% (n = 360,000);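 note: plate controls were vehicle for no effect and reference inhibitor for full effect; nearly all actives have a fitted effect of over 55% in size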
#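 Purified P. pyralis luciferase (10nM final) with 10uM D-luciferin and 10uM ATP (Km levels) in 50mM Tris acetate pH 7.5, 10mM Mg acetate, 0.01% Tween-20, 0.05% BSA; qHTS 6-point titration, ~60 µM downward; luminescence read.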
# Rab9 prom act = Rab9 promoter activation; AID 485297; Potency, µM (titrated, usually from 9.22 µM), for inactives: at the top dose activation, negative = inhibition, most hits filed as activators; Huh7 Rab9 promoter-luciferase reporter, luminescence, 24 h; actives 2.8% (n = 320,000); note: % of control where 0% means no effect; nearly all actives have a fitted effect of over 60% in size
#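 Rab9 promoter-driven luciferase in stably transfected Huh7 cells; 1500 cells/well rested 2 h, exposed to compound in DMSO for 24 h at 37 °C, 5% CO2. Luminescence read 10 min after adding luciferase reagent at ambient temperature.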
# p53 reactivator = mutant p53 re-activation in reporter cells; Potency, µM (highest dose often 92.2 µM), for the others: top-dose activity change, positive = activation, usual class: activators; actives 0.063% (n = 320,000); AID 504706; H1299 p53-A138V BP100-luciferase reporter, luminescence, 24 h; note: % of control where 0% means no effect; nearly all actives have a fitted effect of over 45% in size
#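 H1299 (p53-null), stable ts p53-A138V + BP100-Luc; 1000 cells/well, Opti-MEM/10% FBS; cpd 4 pt, 1:5; 24 h, 37 deg C, 5% CO2; detection reagent 10 min RT; luminescence.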
# BRCA1 expr up = activators of BRCA1 expression. actives 1.1% (n = 380,000). AID 624202. MCF7-BRCA1-FFLuc reporter, luminescence, 48 h; response scale: scaled: vehicle 0%, 10 µM genistein 100%. Potency, µM (series often up to 46.1 µM), for inactives: at the highest dose activation, usual class: activators; note: nearly all actives have a fitted effect of over 80% in size; some results filed as inactive show a strong effect at the top dose
#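 Compounds are tested at multiple concentrations on MCF7 BRCA1-luciferase reporter cells seeded at 2000 per well; after 48 h, a single luminescence end-point is taken and curves fitted to the normalized data.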
# uPA surface inh = cell surface uPA generation inhibition | cell surface uPA generation assay, qHTS | Potency, µM (highest dose often 38.3 µM), for inactives: at the top dose activity change, negative = inhibition, usual class: inhibitors | actives 0.31% (n = 330,000) | AID 540303; active = well fitted inhibition curve with a large enough effect; inconclusive = small, poorly fitted or top-dose-only effect; inactive = no such curve, though single readings can be large or run the other way; tested in mouse RAW 264.7 cells; note: % is set by controls: 0 for no effect and ±100 for the full control effect; nearly all actives have a fitted effect of over 55% in size
# VP16 counter = inhibits Gal4-VP16 luciferase reporter, ROR gamma counter-screen | Drosophila S2 Gal4-VP16 UAS-luciferase, luminescence, 20 h | Potency, µM (titrated, usually from 53.6 µM), without a hit: top-dose activity, negative = inhibition, hits mostly inhibitors | actives 3.5% (n = 310,000) | AID 2546;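 note: Gal4-VP16 expression switched on by copper sulfate through the metallothionein promoter; % is set by controls: 0 for no effect and ±100 for the full control effect; nearly all actives have a fitted effect of over 50% in size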
# MBNL1 CUG block = inhibitors of human MBNL1 binding to CUG repeat RNA; Q9NR56; TR-FRET MBNL1-His/biotin-(CUG)12 binding, 665/545 ratio; Potency, µM (series often up to 57.5 µM), without a hit: at the top dose activity change, negative = inhibition, usual class: inhibitors; actives 0.036% (n = 280,000); AID 2675; active = well fitted inhibition curve with a large enough effect in the signal ratio, with a control signal flat, not every such curve was filed as active; inconclusive = small, poorly fitted or top-dose-only effect, or effect the other way, or a change in a side signal; inactive = no such curve, though single readings can be large or run the other way; the % refers to the signal ratio; note: % is set by controls: 0 for no effect and ±100 for the full control effect
# Target sequence (Q9NR56 whole entry, looked up): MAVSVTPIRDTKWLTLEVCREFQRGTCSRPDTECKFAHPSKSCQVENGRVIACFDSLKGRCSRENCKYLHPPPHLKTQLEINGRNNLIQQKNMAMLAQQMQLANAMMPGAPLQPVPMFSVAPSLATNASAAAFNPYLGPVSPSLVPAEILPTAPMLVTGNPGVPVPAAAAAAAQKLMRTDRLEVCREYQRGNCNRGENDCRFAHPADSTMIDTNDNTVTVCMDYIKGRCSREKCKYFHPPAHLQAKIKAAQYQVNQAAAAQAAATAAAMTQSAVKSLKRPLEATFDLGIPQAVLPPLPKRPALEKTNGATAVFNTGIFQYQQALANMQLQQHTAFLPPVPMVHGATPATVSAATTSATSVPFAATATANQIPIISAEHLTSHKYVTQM
#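 Ratiometric TR-FRET (665 over 545 nm, excitation 340 nm) tracks disruption of MBNL1-His/biotin-(CUG)12 complex after 60 min at room temperature, with compounds at 92 nM to 58 uM final.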
# RORgamma inh = blocks mouse ROR gamma transcriptional activity; Drosophila S2 Gal4-RORgamma UAS-luciferase reporter, 20 h; Potency, µM (highest dose often 53.6 µM), for inactives: at the top dose activity change, negative = inhibition, actives largely listed as inhibitors; actives 5.4% (n = 310,000); P51450; note: % is set by controls: 0 for no effect and ±100 for the full control effect; nearly all actives have a fitted effect of over 60% in size
# Target sequence (P51450 whole entry, looked up, the tested form may be a part): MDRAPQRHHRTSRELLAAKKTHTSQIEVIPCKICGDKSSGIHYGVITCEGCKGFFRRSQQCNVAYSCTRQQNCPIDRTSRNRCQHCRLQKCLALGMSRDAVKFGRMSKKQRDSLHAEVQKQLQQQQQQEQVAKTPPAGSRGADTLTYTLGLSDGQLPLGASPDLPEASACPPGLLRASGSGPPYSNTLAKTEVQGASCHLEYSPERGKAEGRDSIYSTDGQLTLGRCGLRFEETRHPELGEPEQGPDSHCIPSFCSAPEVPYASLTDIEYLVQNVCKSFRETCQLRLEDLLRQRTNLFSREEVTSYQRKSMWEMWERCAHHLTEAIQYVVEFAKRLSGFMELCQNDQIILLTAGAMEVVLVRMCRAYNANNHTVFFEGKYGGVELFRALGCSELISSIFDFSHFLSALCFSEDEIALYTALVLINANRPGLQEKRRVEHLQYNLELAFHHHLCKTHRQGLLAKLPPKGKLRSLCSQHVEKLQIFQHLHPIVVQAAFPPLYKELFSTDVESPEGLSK
#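 Luciferase reporter read in Schneider cells carrying Gal4-RORγ (mouse) and UAS-Photinus luciferase; cells given compound 1 h before 700 uM copper sulfate induction, then incubated 20 h at ambient temperature.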
# ELG1 genotox = inducers of genotoxicity in HEK293T ELG1-luciferase cells | HEK293T ELG1-luciferase reporter, luminescence, 16 h | actives 1.3% (n = 330,000) | Potency, µM (titrated, usually from 46 µM), without a hit: at the top dose activity change, positive = activation, most hits filed as activators; note: % of control where 0% means no effect; nearly all actives have a fitted effect of over 60% in size
#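 After overnight (16 hr) compound treatment at 37 °C, ELG1-luciferase HEK293T cells were lysed with ONE-Glo; luminescence quantified 30 min later at room temperature.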
# NPC1 prom act = activates the NPC1 promoter. Huh7 NPC1 promoter luciferase reporter, 24 h. Potency, µM (series often up to 9.22 µM), for the others: top-dose activation, actives largely listed as activators. actives 2.4% (n = 320,000);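 note: % of control where 0% means no effect; nearly all actives have a fitted effect of over 60% in size; reporter is driven by a mutant NPC1 promoter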
#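 Stable NPC1-promoter luciferase Huh7 line; cpd (DMSO) 24 h, 37 °C, 5% CO2; Amplite luciferase reagent 10 min RT; luminescence readout. qHTS format.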
# The depositor's hits bear a star; ? = inconclusive; . = no result given; [ ] = another dose, or the depositor's remark. Unless noted, calls come from the whole dose curve; as a rule, active = well fitted curve in the direction sought with a large enough effect; inconclusive = small, poorly fitted or top-dose-only effect, or another doubt; inactive = no such curve, though single readings can be large; an effect the other way counts as inactive or inconclusive. Potency is the fitted concentration of half-maximal effect. Hits appear at their usual frequency; any-hit rate near 13%.
SMILES,FLuc counter,Rab9 prom act,p53 reactivator,BRCA1 expr up,uPA surface inh,VP16 counter,MBNL1 CUG block,RORgamma inh,ELG1 genotox,NPC1 prom act
O=C(CSc1ncn[nH]1)Nc1cccc(S(=O)(=O)N2CCCCCC2)c1,?,-1.0%,9.8%,-27.1%,-3.1%,-9.0%,.,-0.1%,0.0%,-1.7%
CCOCCCNC(=O)CN1CCN(c2ccc(F)cc2)CC1,1.9%,-12.3%,1.2%,18.4%,7.4%,-4.7%,14.1%,-0.7%,0.5%,-4.4%
COc1ccc(NC(=O)CCSc2cc(C)c3ccccc3n2)cc1,-6.9%,1.4%,-3.0%,-4.6%,4.1%,1.0%,48.0%[activator],-20.6%,-3.2%,-2.4%
CSCC[C@H](NC(=O)C1CCN(S(=O)(=O)c2ccccc2)CC1)C(=O)NC1CC1,1.0%,-3.8%,-2.0%,12.4%,1.5%,3.9%,-1.6%,-15.4%,0.5%,-1.5%
CCOC(=O)c1nc(SC)n(C)c1C(=O)OCC,-2.7%,1.0%,1.1%,0.0%,-2.7%,2.1%,-7.0%,25.9%,2.3%,-1.0%
Cc1nnc2ccc(-c3ccc(NS(=O)(=O)c4ccc(Cl)s4)cc3)nn12,10.9%,-0.1%,-4.7%,-34.3%,-4.8%,.,.,.,?,-15.2%
COc1ccc(N2C(=O)CCC2=O)c(OC)c1,-0.9%,-0.1%,-2.1%,-21.0%,0.6%,4.3%,-0.5%,3.2%,7.9%,0.5%
Cn1c(N)c(C#N)c2c(c1=S)CSC(C)(C)C2,3.3%,-1.0%,5.3%,-14.3%,-2.2%,1.4%,22.6%,-3.6%[10 µM],1.7%,-2.2%
COc1ccc(C2C3=C(CC(C)(C)CC3=O)Nc3c2c(=O)[nH]c(=O)n3Cc2ccccc2)cc1 (stereo not given),-0.2%,4.2%,-0.1%,-12.9%,0.2%,5.9%,3.2%,34.4%,4.7%,9.2%
Cc1ccc(N(Cc2cc3ccccc3[nH]c2=O)C(=O)c2cccs2)cc1,2.1%,2.8%,-1.1%,-39.9%,0.6%,-12.0%,.,15.8%,-6.2%,-1.8%
Cc1nnsc1C(=O)N1CCC(CO)(Cc2ccccc2Cl)CC1,-0.1%,0.1%,-1.6%,0.0%,0.9%,-7.6%,-6.7%,5.4%,-6.4%,-0.4%
CC(C)(C)c1cc(CCC(=O)NN)cc(C(C)(C)C)c1O,1.5%,-6.4%,12.7%,-0.2%,7.0%,2.6%,-4.2%,-35.1%,-0.2%,-0.3%
Cc1ccc(-c2nn(-c3ccccc3)cc2/C=C2\SC(=S)N(CC(=O)O)C2=O)cc1,?,2.1%,0.4%,-0.1%,18.6%,0.5%,3.7%,41.3%,-0.2%,-0.4%
CCCCn1c(N)c(N(CCOC)C(=O)COC(=O)/C=C/c2ccc(Br)cc2)c(=O)[nH]c1=O,4.3%,5.0%,3.8%,5.1%,3.2%,4.3%,9.0%,-2.3%,-6.9%,-8.3%
CCC(C)(C)NC(=O)CN(C(=O)CCC(=O)Nc1ccccn1)c1ccc2c(c1)OCO2,1.1%,-1.0%,-3.8%,-6.6%,0.1%,1.9%,2.4%,-3.9%,-1.7%,-1.1%
Cc1ccc(C(=O)/C=C/Nc2cccc([N+](=O)[O-])c2)o1,5.36µM*,3.16µM*,?,45.8%,-6.3%,?,?,-3.8%,?,?
Cc1ccc(N=C2NC(=O)/C(=C\c3ccsc3)S2)c(C)c1,8.2%,-5.8%,-5.0%,-51.2%,4.2%,?,-1.9%,?,3.2%,-4.3%
CCN(CC)S(=O)(=O)c1cc(C(=O)Nc2cc(C)on2)ccc1Cl,-0.5%,-5.7%,-2.3%,-9.8%,0.4%,-4.7%,-17.4%,-5.8%,-7.5%,-1.1%
CCOC(=O)c1ccc(NC(=O)CSc2nc(SC)ns2)cc1,?,.,.,10.3%,1.7%,29.6%,-4.2%,16.1%,.,.
COc1ccc(OCc2cc(C(=O)N3CCCC3)no2)c2ccccc12,9.53µM*,3.98µM*,15.0%,64.4%,-10.3%,12.5%,4.5%,-2.3%,?,3.16µM*
Cc1ccccc1NNC(=O)C(=O)NNc1ccccc1C,1.4%,11.1%,5.5%,-26.8%,?,?,-4.5%,-4.0%,9.9%,-0.1%
O=C(Nc1nnc(-c2ccc(Cl)s2)o1)C1CC1,?,?,12.2%,24.6%,-1.1%,-6.6%,26.4%,-2.2%,4.1%,13.1%
COc1ccc(N2Cc3ccc(C(=O)N/N=C\c4ccc(O)cc4O)cc3C2)cc1,15.1µM*,?,8.1%,.,.,?,14.9%,?,10.6%,?
O=C(O)CC1c2ccccc2CCN1S(=O)(=O)c1ccc(F)cc1 (stereo not given),2.2%,-0.9%,7.1%,0.0%,1.3%,1.0%,-1.9%,-2.5%,0.3%,-0.7%
Cc1cccc(C)c1NC(=S)NCCc1ccccn1,-1.0%,-6.8%,17.3%,-18.2%,2.5%,2.82µM*,.,1.41µM*,-1.3%,-2.4%

# Record cards (already shown). Values in the order: FLuc counter, Rab9 prom act, p53 reactivator, BRCA1 expr up, uPA surface inh, VP16 counter, MBNL1 CUG block, RORgamma inh, ELG1 genotox, NPC1 prom act
# Cc1ccc(N=C2NC(=O)/C(=C\c3ccsc3)S2)c(C)c1 in the list: 8.2%, -5.8%, -5.0%, -51.2%, 4.2%, ?, -1.9%, ?, 3.2%, -4.3%
# Cc1cccc(C)c1NC(=S)NCCc1ccccn1 in the list: -1.0%, -6.8%, 17.3%, -18.2%, 2.5%, 2.82µM*, ., 1.41µM*, -1.3%, -2.4%

# (next part)
SMILES,FLuc counter,Rab9 prom act,p53 reactivator,BRCA1 expr up,uPA surface inh,VP16 counter,MBNL1 CUG block,RORgamma inh,ELG1 genotox,NPC1 prom act
O=C(O)C1CCN(c2ccc([N+](=O)[O-])cc2[N+](=O)[O-])CC1,-12.3%,0.6%,-4.0%,-8.7%,-2.9%,6.5%,?,-0.7%,3.6%,-3.2%
O=C(Nc1ccc2oc(-c3ccncc3)nc2c1)c1ccccc1F,?,23.0%,3.0%,55.7%,0.0%,9.8%,128.7%[activator],-0.2%,2.5%,27.7%
Cc1ccc2oc(=O)c3cnn(CC(=O)NCCC(C)C)c3c2c1,2.0%,-2.7%,-3.1%,10.5%,5.1%,17.9%,-0.5%,?,2.7%,-2.7%
CC1=C(C(=O)N2CCOCC2)C(c2ccccc2F)NC(=O)N1 (stereo not given),-2.9%,-4.5%,1.5%,0.0%,-1.3%,-0.8%,-4.1%,27.9%,-1.5%,-0.5%
O=C(O)COc1ccc(NC(=O)c2ccc(NC(=O)c3ccco3)cc2)cc1,?,10.5%,0.5%,0.0%,1.1%,2.4%,-4.6%,-18.3%,-1.3%,1.8%
COc1ccc(C2C(C#N)=C(N)Oc3cc(C)[nH]c(=O)c32)c(OC)c1OC (stereo not given),5.1%,1.8%,-3.0%,-17.1%,8.0%,4.5%,3.2%,-3.7%,0.0%,-0.2%
Cc1cc(C)nc(N(C#N)Cc2ccccc2Cl)n1,-0.5%,-0.3%,-1.8%,0.1%,1.6%,3.1%,11.8%,-27.0%,3.9%,-0.2%
O=C(COC(=O)C1CC2C=CC1C2)Nc1ccc2c(c1)OC(F)(F)O2 (stereo not given),?,-2.9%,-10.1%,1.6%,-2.1%,1.9%,-10.3%,?,0.2%,-3.6%
CCOc1ccc(C(=O)/C=C/c2cn(CN3CCN(C)CC3)c3ccccc23)cc1,16.9µM*,17.8%,-1.3%,71.6%,-0.1%,?,7.1%,-17.8%,6.8%,16.4%
C/C(=N\NC(=S)Nc1ccc(F)cc1)C1CC1,0.2%,15.8%,5.5%,36.3%,12.6%,?,6.0%,?,-4.1%,7.2%
CNCc1ccccc1Sc1ccc(O)c(O)c1,-19.6%,1.5%,-26.0%,-62.4%,-11.5%,7.08µM*,3.5%,8.91µM*,2.7%,-2.4%
COc1ccc(-n2ncc3c(=O)n(CC(=O)NC(C)C)cnc32)cc1,-1.8%,-1.6%,.,-11.9%,37.5%[activator],-6.6%,-3.0%,31.3%,-4.4%,7.3%
CCOC(=O)CNc1c(-c2ccc(O)cc2)nc2ccc(Cl)cn12,15.1µM*,28.8%,12.7%,39.0%,.,16.0%,17.1%,-10.8%,?,20.2%
CCCS(=O)(=O)c1nc(S(=O)(=O)c2ccc(C)cc2)c(N2CCC(O)CC2)s1,7.3%,-7.1%,7.0%,-30.4%,-23.0%,-2.3%,-5.1%,0.3%,-0.5%,7.6%
COC(=O)c1cccc2c1-c1ccccc1/C2=N/O,-18.1%,-0.1%,-2.3%,10.9%,3.6%,?,?,14.1µM*,-18.5%,4.6%
Cc1cc(C)n2nc(C(=O)OCC(=O)N3CC(C)CC(C)C3)nc2n1 (stereo not given),1.6%,0.7%,9.0%,-4.0%,1.6%,.,.,.,3.0%,0.7%
CCOC(=O)c1c(-c2ncc(C(F)(F)F)cc2Cl)noc1C,-0.1%,-4.7%,-3.1%,10.2%,-4.6%,6.2%,-8.3%,-7.4%,-2.2%,-2.6%
Nc1nc(-c2ccccc2)cc(N2CCCCC2)n1,3.6%,-6.0%,-0.9%,-45.6%,-14.3%,24.3%,-0.8%,9.4%,2.1%,-2.6%
CCOC(=O)N1CCN(C(=O)c2cc(OC)c(OC)c(OC)c2)CC1,3.6%,-0.3%,.,-1.6%,24.6%,-10.2%,-3.8%,-29.0%,0.0%,-0.4%

# Screening data as filed in PubChem BioAssay.
